LYPLA1 inh = counter-screen for PME1 inhibitors: inhibitors of human LYPLA1 | hit rate 0.16% among 320,000 | recombinant LYPLA1, FP-Rh probe fluorescence polarization | O75608 | inhibition, % at 5.9 µM | AID 2174;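 active means inhibition above the mean of all tested compounds plus 3 SD, set per campaign, cut at about 14% in these data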;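 further: inhibitors block serine hydrolase probe labeling of LYPLA1 so polarization falls; 0% = enzyme with DMSO and 100% = wells lacking LYPLA1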
pPAFAH FP inh = pPAFAH (human) enzyme inhibition; recombinant pPAFAH, FP-rhodamine probe fluorescence polarization; inhibition, % at 3.39 µM; hit rate 1.5% among 330,000;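 active means inhibition above the mean inhibition across the screen plus 3 SD, cut at about 25% in these data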;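 further: inhibitors block binding of the rhodamine activity-based probe so polarization drops; 0% = enzyme with DMSO and 100% = wells lacking pPAFAH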
Target sequence (Q13093 whole entry, looked up): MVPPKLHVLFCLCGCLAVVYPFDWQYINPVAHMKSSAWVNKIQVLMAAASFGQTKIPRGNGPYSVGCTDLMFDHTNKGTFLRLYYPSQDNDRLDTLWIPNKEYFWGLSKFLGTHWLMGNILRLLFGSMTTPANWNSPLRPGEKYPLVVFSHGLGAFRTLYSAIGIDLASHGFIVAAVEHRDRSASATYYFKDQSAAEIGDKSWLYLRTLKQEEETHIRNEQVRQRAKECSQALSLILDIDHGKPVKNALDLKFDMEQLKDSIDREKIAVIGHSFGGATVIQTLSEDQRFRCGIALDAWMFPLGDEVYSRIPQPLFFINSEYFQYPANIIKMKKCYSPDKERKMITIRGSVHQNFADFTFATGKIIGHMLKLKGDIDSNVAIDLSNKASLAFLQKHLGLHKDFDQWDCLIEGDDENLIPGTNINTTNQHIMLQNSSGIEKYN
Fam108B inh = counter-screen for RBBP9 inhibitors: inhibitors of mouse Fam108B; recombinant Fam108B, FP-Rh probe fluorescence polarization; inhibition, % at 9.51 µM; hit rate 0.33% among 300,000;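 active means inhibition above the screen mean inhibition plus 3 SD, computed separately per campaign, cut at about 18% in these data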;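 further: inhibitors lower polarization as less probe binds the enzyme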
GSTO1 inh = GSTO1 inhibition, counter-screen for RBBP9 inhibitors; inhibition, % at 5.96 µM; recombinant GSTO1, activity-based probe fluorescence polarization; hit rate 1.1% among 300,000; AID 1974;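 active means inhibition above the campaign mean inhibition plus 3 SD, cut at about 35% in these data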;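 further: 0% = GSTO1-1 with DMSO and 100% = wells lacking GSTO1-1 enzyme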
PAFAH1B3 inh = PAFAH1B3 (human) inhibition | Q15102 | hit rate 0.28% among 340,000 | inhibition, % at 3.39 µM | recombinant PAFAH1B3, FP-rhodamine probe, fluorescence polarization;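 active means inhibition above the screen-wide average of all tested compounds plus 3 SD, cut at about 25% in these data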;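 further: 0% = enzyme with DMSO only and 100% = wells lacking PAFAH1B3 protein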
Target sequence (Q15102 whole entry, looked up): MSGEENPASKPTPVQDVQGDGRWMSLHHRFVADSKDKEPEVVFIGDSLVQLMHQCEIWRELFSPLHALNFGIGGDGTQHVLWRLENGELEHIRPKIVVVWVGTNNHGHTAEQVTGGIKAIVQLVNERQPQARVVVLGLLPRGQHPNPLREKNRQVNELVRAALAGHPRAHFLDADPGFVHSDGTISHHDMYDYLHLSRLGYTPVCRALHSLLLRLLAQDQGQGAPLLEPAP
PAFAH2 FP inh = PAFAH2 (human) inhibition; Q99487; recombinant PAFAH2, FP-rhodamine activity probe, fluorescence polarization; inhibition, % at 3.39 µM; hit rate 0.99% among 340,000;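 active means inhibition above the mean over all tested compounds plus 3 SD, cut at about 30% in these data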;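 further: inhibitors block probe labeling of enzyme so polarization drops; 0% = enzyme with DMSO and 100% = wells lacking PAFAH2 protein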
PME-1 primary = blocks human protein phosphatase methylesterase 1. recombinant PME-1, FP-Rh probe fluorescence polarization. inhibition, % at 5.9 µM. hit rate 0.53% among 320,000;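 active means inhibition above the campaign mean of all compounds plus 3 SD, cut at about 26% in these data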;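 further: competitive labeling of PME-1 active site by serine hydrolase directed probe; 0% = PME-1 with DMSO and 100% = wells lacking PME-1 enzyme; inhibitors block probe labeling so polarization falls and inhibition rises; many of its hits are not listed in these tables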
Target sequence (Q9Y570 whole entry, looked up): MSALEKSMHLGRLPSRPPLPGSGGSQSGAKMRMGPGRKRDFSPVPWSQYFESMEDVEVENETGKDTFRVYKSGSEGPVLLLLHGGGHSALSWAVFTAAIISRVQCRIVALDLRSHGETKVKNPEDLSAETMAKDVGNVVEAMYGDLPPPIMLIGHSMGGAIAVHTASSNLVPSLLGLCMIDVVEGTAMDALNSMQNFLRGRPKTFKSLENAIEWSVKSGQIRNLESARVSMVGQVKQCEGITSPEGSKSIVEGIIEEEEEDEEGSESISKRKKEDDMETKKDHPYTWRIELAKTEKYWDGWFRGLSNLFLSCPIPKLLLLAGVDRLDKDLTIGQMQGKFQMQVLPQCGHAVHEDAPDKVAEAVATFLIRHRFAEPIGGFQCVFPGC
PAFAH1B2 FP inh = inhibitors of human PAFAH1B2. P68402. recombinant PAFAH1B2, FP-rhodamine activity probe, fluorescence polarization. inhibition, % at 3.39 µM. hit rate 1.2% among 340,000;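 active means inhibition above the mean of all tested compounds plus 3 SD, cut at about 24% in these data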;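 further: 0% = enzyme with DMSO and 100% = wells lacking PAFAH1B2; many of its hits are not listed in these tables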
PAD4 FP inh = PAD4 (human) enzyme inhibition; Q9UM07; recombinant PAD4, RCA probe fluorescence polarization; hit rate 0.41% among 330,000; AID 485272; inhibition, % at 6.36 µM;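 active means percent inhibition above a cutoff equal to the mean of all tested compounds plus 3 SD, cut at about 15% in these data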;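 further: 0% = PAD4 with RCA probe and DMSO and 100% = probe without PAD4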
Starred values were filed as active, the others as inactive; . = not tested or not shown. The list is partial; rates above refer to the full screens.

entry	Molecule	LYPLA1 inh	pPAFAH FP inh	Fam108B inh	GSTO1 inh	PAFAH1B3 inh
1	Cc1ccc(C)c(Nc2nc(-c3ccncc3)nc3ccccc23)c1	-6	-3	0	2	3
2	O=C1c2cccnc2C(=O)N1CO	1	5	1	-1	-6
3	CCOC(=O)N1CCN(C(=O)CS(=O)(=O)Cc2nc(-c3cccc(OC)c3)oc2C)CC1	4	4	1	4	4
4	FC(F)(F)c1cccc(NC(=S)NCCc2ccccn2)c1	-2	-3	-6	4	4
5	CCOC(=O)Nc1cccnc1Sc1ccc(Cl)cc1	0	-5	-6	-3	8
6	O=C(Nc1ccc(Cl)cc1)c1ccc(-n2cccn2)c([N+](=O)[O-])c1	-8	10	5	-10	-2
7	CCC(c1nnnn1C(C)(C)CC)N(CCN1CCOCC1)Cc1cc2cc(C)ccc2[nH]c1=O (centres undefined)	-5	0	2	-6	1
8	CC(C)(C)NC(=O)CSc1nc2ccccc2n1-c1ccccc1	3	22	-4	7	1

entry	PAFAH2 FP inh	PME-1 primary	PAFAH1B2 FP inh	PAD4 FP inh
1	-6	-3	3	-3
2	0	-3	0	-1
3	3	0	1	-9
4	-2	4	1	2
5	-1	-3	-1	1
6	-6	3	-6	-2
7	1	2	4	2
8	4	-2	5	-7

More results follow.
entry	Molecule	LYPLA1 inh	pPAFAH FP inh	Fam108B inh	GSTO1 inh	PAFAH1B3 inh
9	CC(C)c1ccc(-c2noc(C3CCCN(S(C)(=O)=O)C3)n2)cc1 (centres undefined)	2	26*	3	4	-2
10	CC(=O)NC(Cc1cccc(C)c1)C(=O)NC1CCN(C(=O)c2ccc([N+](=O)[O-])cc2)CC1 (centres undefined)	0	-2	2	6	8
11	O=C(NCc1ccncc1)/C(=C\c1ccc(F)cc1)NC(=O)c1ccccc1	3	2	0	11	11
12	CC(O)CNC12CC3CC(CC(C3)C1)C2 (centres undefined)	4	1	1	15	6
13	COc1ccc(CCNC(=O)CSc2ccc3nnc(CCNC(=O)c4ccccc4)n3n2)cc1OC	-5	1	0	-2	4
14	Cc1ccc(OCCC(=O)OCC(=O)N2c3ccccc3NC(=O)C2(C)C)cc1	-1	3	2	5	1
15	COc1ccc(Nc2cc(C)c3c(O)cccc3n2)cc1	1	11	5	7	8
16	CCOC(=O)c1ccc(N2C(=O)C(CC(N)=O)N(NC(=O)c3cccc(F)c3)C2=S)cc1 (centres undefined)	-3	4	1	0	-9

entry	PAFAH2 FP inh	PME-1 primary	PAFAH1B2 FP inh	PAD4 FP inh
9	6	4	0	3
10	4	-5	7	2
11	3	2	3	0
12	8	4	2	-4
13	-3	-1	0	-1
14	4	1	14	1
15	1	16	2	-6
16	-1	-7	3	1

Further structures
entry	Molecule	LYPLA1 inh	pPAFAH FP inh	Fam108B inh	GSTO1 inh	PAFAH1B3 inh
17	CC1CN(C(=O)c2cc(S(=O)(=O)N3CCCCC3)ccc2Cl)CC(C)O1 (centres undefined)	2	2	.	.	4
18	CCOC(=O)NC(=S)Nc1c(C)n(C)n(-c2ccccc2)c1=O	1	5	-2	1	3
19	CC(=O)Nc1ccc(NC(=O)C2CCCN(S(=O)(=O)c3ccc(Cl)cc3)C2)cc1 (centres undefined)	-1	1	-6	2	5
20	CCCC(C)NC(=O)COC(=O)c1cc(Br)c(Br)s1 (centres undefined)	6	8	2	6	7
21	O=C(/C=C/c1cccs1)NC(=S)Nc1ccccc1	-7	4	-9	-16	-1
22	CN(Cc1c(F)cccc1Cl)C(=O)c1cc2ccccc2o1	1	8	0	5	3
23	Cn1nc(C(C)(C)C)c(NC(=O)c2sccc2Cl)c1C(C)(C)C	0	-3	-6	0	6
24	Cc1ccc(C(=O)Nc2cccnc2N2CCN(C)CC2)cc1	3	3	3	-6	5

entry	PAFAH2 FP inh	PME-1 primary	PAFAH1B2 FP inh	PAD4 FP inh
17	-1	5	-2	1
18	5	0	5	-4
19	-9	-3	4	-1
20	24	-1	-1	1
21	-7	0	-3	-1
22	2	3	5	0
23	-2	-10	1	-1
24	1	0	-1	-1

Of the compounds above, these contain an aryl thioether with sulfur outside any ring.
entry	Molecule	LYPLA1 inh	pPAFAH FP inh	Fam108B inh	GSTO1 inh	PAFAH1B3 inh
5	CCOC(=O)Nc1cccnc1Sc1ccc(Cl)cc1	0	-5	-6	-3	8
8	CC(C)(C)NC(=O)CSc1nc2ccccc2n1-c1ccccc1	3	22	-4	7	1
13	COc1ccc(CCNC(=O)CSc2ccc3nnc(CCNC(=O)c4ccccc4)n3n2)cc1OC	-5	1	0	-2	4

entry	PAFAH2 FP inh	PME-1 primary	PAFAH1B2 FP inh	PAD4 FP inh
5	-1	-3	-1	1
8	4	-2	5	-7
13	-3	-1	0	-1

Next results follow:
entry	Molecule	LYPLA1 inh	pPAFAH FP inh	Fam108B inh	GSTO1 inh	PAFAH1B3 inh
25	C/C(=N\Nc1ccc([N+](=O)[O-])cc1)c1ccc(N2CCOCC2)cc1	-2	4	-3	1	8
26	Cc1nc(SCC(=O)Nc2cc(C)on2)c2c(C)c(C)sc2n1	5	2	3	-2	9
27	CCCCC1=CC2=C(c3ccco3)C(=O)C(C)(OC(=O)c3ccc(OC)cc3)C(=O)C2=CN1c1ccc(OC)cc1 (centres undefined)	-3	8	6	5	7
28	COCCNC(=O)/C(C#N)=C/c1c(N2CCN(c3cccc(Cl)c3)CC2)nc2c(C)cccn2c1=O	1	3	2	3	11
29	CC(C)CNC(=O)c1ccccc1SCC(=O)NC12CC3CC(CC(C3)C1)C2	-7	6	3	0	1
30	CC1(C)CC2CC(C)(CN2S(=O)(=O)c2ccc(C(=O)Nc3cc(S(=O)(=O)N4CCOCC4)ccc3Cl)cc2)C1 (centres undefined)	-9	1	-15	-17	-14
31	CCn1c(=O)c(C(=O)CN2CCOCC2)c(N)n(Cc2ccccc2)c1=O	0	-5	3	-1	10
32	CCCc1c(O)nc(SCc2ccccc2)[nH]c1=O	-1	1	1	6	0

entry	PAFAH2 FP inh	PME-1 primary	PAFAH1B2 FP inh	PAD4 FP inh
25	0	2	4	-2
26	-4	0	-4	0
27	-5	3	0	-5
28	7	2	5	0
29	5	5	6	2
30	-5	-4	-7	0
31	8	0	3	-8
32	-10	3	13	0

Following part:
entry	Molecule	LYPLA1 inh	pPAFAH FP inh	Fam108B inh	GSTO1 inh	PAFAH1B3 inh
33	Cc1c(Br)c([N+](=O)[O-])nn1CC(=O)N1CCc2ccccc21	1	1	0	0	-6
34	Cc1cccc(NC(=O)CSc2cc(C)c(C#N)c3nc4ccccc4n23)c1	1	3	2	-6	7
35	Cc1nnc(NC(=O)c2ccc(-c3ccc([N+](=O)[O-])cc3)o2)s1	-1	6	2	0	8
36	COC(=O)CSc1nn(-c2ccc(F)cc2)c(=S)s1	-2	7	-5	-5	12
37	CNNC(=S)NC1CC2CC1C1C=CCC21 (centres undefined)	3	1	0	1	3
38	Cc1cccc(N(CC(=O)NCCSCc2ccccc2)S(C)(=O)=O)c1	1	2	4	6	9
39	CN(c1cccc(NC(=O)COc2ccc(Cl)cc2Cl)c1)S(C)(=O)=O	-4	2	-1	5	1
40	COc1cc(CN2CCN(CCCc3ccccc3)C(CCO)C2)cc(OC)c1O (centres undefined)	2	-1	0	3	9

entry	PAFAH2 FP inh	PME-1 primary	PAFAH1B2 FP inh	PAD4 FP inh
33	1	0	7	2
34	11	-4	3	0
35	5	-4	4	-8
36	12	-3	0	-3
37	4	-6	11	-2
38	-3	4	15	4
39	6	-9	2	1
40	7	5	9	-3

Carrying on:
entry	Molecule	LYPLA1 inh	pPAFAH FP inh	Fam108B inh	GSTO1 inh	PAFAH1B3 inh
41	Cc1nc2ccc(-c3nc4ccc(N)cc4[nH]3)cc2[nH]1	-2	16	3	-5	3
42	NNC(=O)C(Cc1ccccc1)NC(=O)OCc1ccccc1 (centres undefined)	-3	-2	-1	8	-1
43	Cc1ccccc1C(=O)OCCN(C)Cc1ccccc1	1	5	-1	9	1
44	COC(=O)c1c(Sc2ccccc2)c2ccccc2n1C	-1	3	-4	-3	2
45	COc1cccc2cc(C(=O)OCC(=O)N3CC(C)OC(C)C3)c(=O)oc12 (centres undefined)	.	-8	.	.	3
46	CCS(=O)(=O)c1ccc2oc(SCC(=O)c3ccco3)nc2c1	0	9	2	10	17
47	Cc1cccc2cc(CNCc3ccccc3)c(Cl)nc12	-1	11	-3	4	16
48	Cc1cccc(OCC(=O)Nc2ccc(N3CCN(C(=O)c4ccco4)CC3)cc2)c1C	1	3	0	12	8

entry	PAFAH2 FP inh	PME-1 primary	PAFAH1B2 FP inh	PAD4 FP inh
41	8	5	8	-11
42	7	-1	3	0
43	-3	3	1	-1
44	-2	-7	4	8
45	11	.	4	-5
46	24	10	5	-3
47	8	-3	0	-1
48	9	0	6	1

Remaining list, next part
entry	Molecule	LYPLA1 inh	pPAFAH FP inh	Fam108B inh	GSTO1 inh	PAFAH1B3 inh
49	CC[C@@]1(C(=O)OC)N[C@H](CN(C)C(=O)COc2ccccc2)[C@@H]2C(=O)N(C)C(=O)[C@@H]21	.	5	.	.	5
50	C=CCn1c(=N)c(C#N)cc2c(=O)n3ccccc3nc21	2	0	-4	-1	0
51	CCCn1nc(NC(=O)c2ccccn2)c2cc3cc(C)ccc3nc21	-1	5	-8	-1	3
52	CC(C)CC1NC(=O)c2ccccc2-n2c1nc1ccc(F)cc1c2=O (centres undefined)	-1	-2	.	.	.
53	O=C(N1CCCC1)C12CC3CC(CC(Cl)(C3)C1)C2	4	4	-1	9	2
54	CN1CCN(CCCNC(=O)Nc2cccc3ccccc23)CC1	4	-3	7	3	-3
55	Cc1ccc(C(=O)Nc2cccc(C(F)(F)F)c2)cc1NC(=O)c1ccno1	-2	0	0	6	5
56	Cc1c(NC(=O)Nc2ccc(C(C)C)cc2)c(=O)n(-c2ccccc2)n1C	1	-1	8	6	-2

entry	PAFAH2 FP inh	PME-1 primary	PAFAH1B2 FP inh	PAD4 FP inh
49	-3	.	1	-1
50	1	2	5	0
51	-2	-6	0	5
52	.	-2	.	1
53	2	4	10	0
54	10	3	5	-4
55	-6	-7	4	2
56	-6	5	1	0

The last three entries of the part above are carried over, then new ones follow.
entry	Molecule	LYPLA1 inh	pPAFAH FP inh	Fam108B inh	GSTO1 inh	PAFAH1B3 inh
54	CN1CCN(CCCNC(=O)Nc2cccc3ccccc23)CC1	4	-3	7	3	-3
55	Cc1ccc(C(=O)Nc2cccc(C(F)(F)F)c2)cc1NC(=O)c1ccno1	-2	0	0	6	5
56	Cc1c(NC(=O)Nc2ccc(C(C)C)cc2)c(=O)n(-c2ccccc2)n1C	1	-1	8	6	-2
57	Cc1ccc(SC2=C(Sc3ccc(C)cc3)C(=O)c3ccccc3C2=O)cc1	0	8	22*	71*	38*
58	COc1ccc(S(=O)(=O)n2ccc(-c3ccc4c(c3)CCC(C)(C)O4)n2)cc1	2	1	-3	-8	.
59	COc1cccc(/C=N/Nc2c(Cl)cncc2Cl)c1O	1	1	6	0	4
60	Cc1ccc(C2Nc3cccc4cccc(c34)N2)s1	-8	11	29*	44*	23
61	N#Cc1ccc(CN2CCN(c3ccc(S(=O)(=O)N4CCCC4)cn3)CC2)cc1	2	-7	.	.	5
62	Nc1nc(NCCc2ccccc2)nc(NCCO)c1[N+](=O)[O-]	-4	1	-4	-4	0

entry	PAFAH2 FP inh	PME-1 primary	PAFAH1B2 FP inh	PAD4 FP inh
54	10	3	5	-4
55	-6	-7	4	2
56	-6	5	1	0
57	16	8	21	-9
58	.	-4	.	2
59	8	3	4	-3
60	-8	12	11	-10
61	0	-5	2	-4
62	-3	-5	6	-1

Source: PubChem BioAssay (The Scripps Research Institute Molecular Screening Center)
